Source: PubChem BioAssay
ZTA DNA inh: ZTA (EBV) inhibition in EBNA-1 counter-screen | P03206 | ZTA-DNA binding, fluorescence polarization | inhibition, % at 11 µM | 0.15% of 320,000 active | AID 2234; in the data active = inhibition above about 33%
PAFAH1B2 FP inh: blocks human PAF acetylhydrolase 1b catalytic subunit 2 | inhibition, % at 3.39 µM | recombinant PAFAH1B2, FP-rhodamine activity probe, fluorescence polarization | 1.2% of 340,000 active;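 active = inhibition above the mean of all tested compounds plus 3 SD, cut at about 24% in these data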;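 note: 0% = enzyme with DMSO and 100% = wells lacking PAFAH1B2; many of its hits are not listed in these tables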
Target sequence (P68402 whole entry, looked up): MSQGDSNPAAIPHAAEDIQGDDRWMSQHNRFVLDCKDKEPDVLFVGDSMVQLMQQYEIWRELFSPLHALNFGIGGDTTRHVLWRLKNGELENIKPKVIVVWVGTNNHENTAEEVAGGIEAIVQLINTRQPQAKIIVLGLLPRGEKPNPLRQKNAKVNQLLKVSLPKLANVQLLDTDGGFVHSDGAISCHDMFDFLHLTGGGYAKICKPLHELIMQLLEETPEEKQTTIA
LYPLA2 counter: LYPLA2 (human) inhibition in PME1 counter-screen. 0.38% of 320,000 active. recombinant LYPLA2, FP-Rh probe fluorescence polarization. O95372. inhibition, % at 5.9 µM;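 active = inhibition above the screen-wide mean plus 3 SD, limit set per campaign, cut at about 26% in these data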;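 note: 0% = LYPLA2 with DMSO and 100% = wells lacking LYPLA2 enzyme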
Target sequence (O95372 whole entry, looked up): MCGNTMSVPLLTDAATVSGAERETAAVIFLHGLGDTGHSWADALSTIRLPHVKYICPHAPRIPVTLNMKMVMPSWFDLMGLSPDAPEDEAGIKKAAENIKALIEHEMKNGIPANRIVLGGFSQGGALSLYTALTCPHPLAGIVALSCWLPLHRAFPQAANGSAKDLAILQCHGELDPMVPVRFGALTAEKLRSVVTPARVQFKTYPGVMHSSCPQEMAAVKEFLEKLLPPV
EBNA-1 inhibitor: blocks EBNA-1 binding to DNA | EBNA-1 DNA binding, fluorescence polarization | inhibition, % at 14.8 µM | 0.34% of 300,000 active; in the data active = inhibition above about 28%
PAFAH2 inh: inhibitors of human PAFAH2; Q99487; recombinant PAFAH2, FP-rhodamine activity probe, fluorescence polarization; inhibition, % at 3.39 µM; 0.99% of 340,000 active; AID 492956;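 active = inhibition above the mean over all tested compounds plus 3 SD, cut at about 30% in these data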;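 note: inhibitors block probe labeling of enzyme so polarization drops; 0% = enzyme with DMSO and 100% = wells lacking PAFAH2 protein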
PAFAH1B3 FP inh: PAFAH1B3 (human) inhibition; recombinant PAFAH1B3, FP-rhodamine probe, fluorescence polarization; inhibition, % at 3.39 µM; 0.28% of 340,000 active;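 active = inhibition above the screen-wide average of all tested compounds plus 3 SD, cut at about 25% in these data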;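 note: 0% = enzyme with DMSO only and 100% = wells lacking PAFAH1B3 protein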
Target sequence (Q15102 whole entry, looked up): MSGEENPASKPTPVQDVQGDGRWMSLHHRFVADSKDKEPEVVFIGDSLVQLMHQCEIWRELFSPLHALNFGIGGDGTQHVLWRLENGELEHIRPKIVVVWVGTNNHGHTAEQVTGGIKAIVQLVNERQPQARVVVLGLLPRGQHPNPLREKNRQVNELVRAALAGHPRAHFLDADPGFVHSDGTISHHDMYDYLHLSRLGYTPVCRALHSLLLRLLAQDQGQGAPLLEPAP
PREPL inh: inhibits the human prolyl oligopeptidase-like enzyme; inhibition, % at 5.96 µM; recombinant PREPL, fluorescence polarization activity-based probe; 0.68% of 320,000 active; AID 2751; in the data active = inhibition above about 43%;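 note: 0% = enzyme with DMSO and 100% = wells lacking enzyme; many of its hits are not listed in these tables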
LYPLA1 inh: counter-screen for PME1 inhibitors: inhibitors of human LYPLA1. 0.16% of 320,000 active. O75608. recombinant LYPLA1, FP-Rh probe fluorescence polarization. inhibition, % at 5.9 µM;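 active = inhibition above the mean of all tested compounds plus 3 SD, set per campaign, cut at about 14% in these data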;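 note: inhibitors block serine hydrolase probe labeling of LYPLA1 so polarization falls; 0% = enzyme with DMSO and 100% = wells lacking LYPLA1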
Target sequence (O75608 whole entry, looked up): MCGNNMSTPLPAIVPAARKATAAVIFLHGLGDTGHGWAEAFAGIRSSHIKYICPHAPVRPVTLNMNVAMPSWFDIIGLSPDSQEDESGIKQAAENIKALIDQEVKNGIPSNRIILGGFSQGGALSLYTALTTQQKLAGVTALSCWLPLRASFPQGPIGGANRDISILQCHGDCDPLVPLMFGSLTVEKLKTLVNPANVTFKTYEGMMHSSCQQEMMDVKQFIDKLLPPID
pPAFAH FP inh: inhibitors of human plasma PAF acetylhydrolase (pPAFAH) | recombinant pPAFAH, FP-rhodamine probe fluorescence polarization | inhibition, % at 3.39 µM | 1.5% of 330,000 active | AID 463082;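 active = inhibition above the mean inhibition across the screen plus 3 SD, cut at about 25% in these data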;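 note: inhibitors block binding of the rhodamine activity-based probe so polarization drops; 0% = enzyme with DMSO and 100% = wells lacking pPAFAH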
* hit, by the source's call; · = no result given. Some of the compounds tested, so the mix of outcomes need not match the whole.

SMILES	ZTA DNA inh	PAFAH1B2 FP inh	LYPLA2 counter	EBNA-1 inhibitor	PAFAH2 inh	PAFAH1B3 FP inh	PREPL inh	LYPLA1 inh	pPAFAH FP inh
NC(=O)C1CCN(S(=O)(=O)c2ccc3c(c2)OCCO3)CC1	3	4	5	3	-3	1	2	4	4
O=C(Nc1ccc(F)cc1)c1cc(S(=O)(=O)N2CCOCC2)cs1	-9	7	7	-9	-3	-3	2	4	4
CCn1ncc(C(=O)Nc2cc(C)on2)c1C	-3	2	0	4	5	5	2	-2	2
Cc1ccccc1OCC(=O)Nc1ccc2c(c1)OCO2	-1	4	0	-3	1	7	15	-2	1
COc1ccc(N(CC(=O)NCCC2=CCCCC2)S(=O)(=O)c2ccccc2)c(OC)c1	-6	-7	0	6	4	-2	-7	0	6
CCOc1ccc(NC(=O)CSc2nnc(CCNC(=O)c3ccc(OC)cc3)n2CC)cc1	-5	1	-1	-1	10	9	5	2	5
NC(N)=NC(N)=Nc1ccccc1	15	2	6	·	1	1	-2	1	0
N#CCC1c2ccccc2CCN1C(=O)Nc1cccc(C(F)(F)F)c1 (stereo not given)	-1	-1	-4	-10	-4	7	-20	-5	-1
O=C(NCc1cccnc1)C(=O)NCC1OCCN1S(=O)(=O)c1ccc(Cl)cc1 (stereo not given)	12	4	3	16	2	4	-6	1	0
COC(=O)Oc1nsnc1N1CCOCC1	-16	-1	7	-5	2	1	14	2	-2
Cc1ccc(C(=O)n2c(-c3ccccc3)cnc2SCC(=O)Nc2ccccc2)cc1	5	0	-1	-6	7	10	-16	-1	2
Cc1csc(NC(=O)C(CC(C)C)NS(=O)(=O)c2ccc3c(c2)oc(=O)n3C)n1 (stereo not given)	-18	11	2	-9	-1	4	19	-2	0
COc1ccc2c(c1)C=C(C(=O)OCc1cccnc1)CO2	0	2	1	-2	3	7	-6	1	1
Cc1cc(C(=O)Nc2ccccc2N2CCOCC2)c(C)o1	-7	4	4	-2	5	5	6	1	-2
O=c1c2ccccc2sc2ccc(C#CC3(O)CCCCC3)cc12	-3	-11	-30	-2	-23	-13	-10	-21	-6
COC(=O)C1=C(C)NC(=O)NC1c1ccc(-c2ccccc2Cl)o1 (stereo not given)	-11	-1	-3	21	-5	-2	-17	-3	-3
Cc1occc1C(=O)Nc1cccc(Cl)c1Cl	-1	2	-4	-10	-8	-5	-10	2	-3
CCC1(CC)NC(=O)N(CC(=O)Nc2cccc3ccccc23)C1=O	·	-1	·	·	3	12	6	·	6
O=C(CN1CCOCC1)Nc1ccc(Cl)cc1	-1	2	8	2	-6	-6	-10	1	3
Cc1ccccc1OC(C)C(=O)Nc1ccc(S(=O)(=O)N2CCCC2)cc1 (stereo not given)	-14	1	1	-2	2	4	-2	-3	6
COC/C=C/C1=CC2=CC(=O)C(C)(OC(=O)c3cnc4ccccc4n3)C(=O)C2=CN1c1ccc(CO)cc1 (stereo not given)	11	·	10	9	·	·	7	1	39*
CN(CC(=O)Nc1ccc(N2CCOCC2)cc1)CC(=O)Nc1ccc(N2CCOCC2)cc1	0	4	3	-2	4	0	0	2	42*
O=C(COc1ccccc1Cl)Nc1ccc(N2CCN(C(=O)c3ccccc3)CC2)cc1	12	-4	14	4	3	7	64*	-1	11
CN(C)CCNC(=O)c1nn(C)c2c1CCc1ccccc1-2	9	6	-1	4	-1	-2	-17	-1	3
CCCC(=O)N(CCN1CCOCC1)c1nc2c(C)cccc2s1	-10	5	-2	-2	15	9	-4	-4	2
COc1ccccc1NC(=S)NCCN1CCOCC1	7	3	2	-3	2	1	-10	-1	2
COc1ccc(/C=C/C(=O)NC(=S)N2CCOCC2)cc1	-3	7	-3	-10	-5	9	1	1	3
CN1CCC(OC(=O)c2ccc(Cl)cc2Cl)CC1	-5	3	4	-2	6	3	-8	1	2
COC(=O)c1sc(NC(=O)C(C)c2ccccc2)nc1C (stereo not given)	0	4	-2	5	0	13	-7	0	-3
O=C(Nc1ccc(F)c(Cl)c1)C1CCCN(C2=NS(=O)(=O)c3ccccc32)C1 (stereo not given)	-16	-2	1	·	-1	3	15	-1	2

Among those listed so far, these contain nitrogen in an aromatic ring.
SMILES	ZTA DNA inh	PAFAH1B2 FP inh	LYPLA2 counter	EBNA-1 inhibitor	PAFAH2 inh	PAFAH1B3 FP inh	PREPL inh	LYPLA1 inh	pPAFAH FP inh
CCn1ncc(C(=O)Nc2cc(C)on2)c1C	-3	2	0	4	5	5	2	-2	2
CCOc1ccc(NC(=O)CSc2nnc(CCNC(=O)c3ccc(OC)cc3)n2CC)cc1	-5	1	-1	-1	10	9	5	2	5
O=C(NCc1cccnc1)C(=O)NCC1OCCN1S(=O)(=O)c1ccc(Cl)cc1 (stereo not given)	12	4	3	16	2	4	-6	1	0
COC(=O)Oc1nsnc1N1CCOCC1	-16	-1	7	-5	2	1	14	2	-2
Cc1ccc(C(=O)n2c(-c3ccccc3)cnc2SCC(=O)Nc2ccccc2)cc1	5	0	-1	-6	7	10	-16	-1	2
Cc1csc(NC(=O)C(CC(C)C)NS(=O)(=O)c2ccc3c(c2)oc(=O)n3C)n1 (stereo not given)	-18	11	2	-9	-1	4	19	-2	0
COc1ccc2c(c1)C=C(C(=O)OCc1cccnc1)CO2	0	2	1	-2	3	7	-6	1	1
COC/C=C/C1=CC2=CC(=O)C(C)(OC(=O)c3cnc4ccccc4n3)C(=O)C2=CN1c1ccc(CO)cc1 (stereo not given)	11	·	10	9	·	·	7	1	39*
CN(C)CCNC(=O)c1nn(C)c2c1CCc1ccccc1-2	9	6	-1	4	-1	-2	-17	-1	3
CCCC(=O)N(CCN1CCOCC1)c1nc2c(C)cccc2s1	-10	5	-2	-2	15	9	-4	-4	2
COC(=O)c1sc(NC(=O)C(C)c2ccccc2)nc1C (stereo not given)	0	4	-2	5	0	13	-7	0	-3

The results go on:
SMILES	ZTA DNA inh	PAFAH1B2 FP inh	LYPLA2 counter	EBNA-1 inhibitor	PAFAH2 inh	PAFAH1B3 FP inh	PREPL inh	LYPLA1 inh	pPAFAH FP inh
Cc1cnc([N+](=O)[O-])n1CCOC(=O)NC(=O)c1ccc(F)cc1	4	-1	-2	-7	-4	4	0	0	6
C=CCNc1nc(Nc2ccc([N+](=O)[O-])cc2)nc(N2CCCC2)n1	-14	-1	-5	-1	1	1	3	-2	5
COc1ccc(/C=N/NC(=O)c2sccc2OCc2ccc(F)cc2)cc1OC	-1	3	0	-2	-2	-1	4	4	6
CC(CN1CCN(Cc2ccccc2)CC1)c1ccccc1 (stereo not given)	1	4	-1	-8	4	6	1	0	1
COc1cc(C(c2sc3nc(C)nn3c2O)N2CC(C)CC(C)C2)cc(OC)c1OC (stereo not given)	4	6	-4	2	3	2	-1	-1	3
c1ccc2c(c1)oc1c(NCCCn3ccnc3)ncnc12	-1	0	1	-1	-1	4	4	-5	-2
N/C(=N\OC(=O)CCCOc1ccccc1)c1ccncc1	8	14	1	9	2	0	-3	1	-1
Cc1ccc(C(=O)Nc2ccccc2C(=O)N2CCCC(C)C2)cc1 (stereo not given)	-10	1	8	1	-9	-4	10	0	-2
CCCCN1C(=O)C(=O)N(c2ccccc2)C1=S	-5	1	3	1	-1	8	-1	3	1
O=C(C1CCC(=O)N(C2CCCC2)C1)N1CCN(c2ccc(Cl)cc2)CC1 (stereo not given)	-7	8	1	-9	-3	5	36	2	2
CN(Cc1ccccc1)S(=O)(=O)c1ccc(C(=O)Nc2nnc(C3CC3)o2)cc1	-1	0	3	10	-16	5	2	-1	14
COc1ccc(C(=O)N/C(=C/c2ccco2)C(=O)NCc2ccco2)cc1	-4	0	0	-10	-3	-6	-1	0	2
CCc1nnc(NC(=O)c2ccc3c(=O)n4c(nc3c2)CCCCC4)s1	6	-1	-4	-4	-6	7	-4	-4	0
O=C(OCCN1C(=O)c2cccc3c(N4CCOCC4)ccc(c23)C1=O)c1cccc(Cl)c1	10	·	-7	10	·	·	9	-6	5
Cc1cc(C)cc(-n2c3nc4ccccc4nc3c3c(=O)n(Cc4ccco4)cnc32)c1	12	-2	-15	6	6	2	13	-12	9
COc1ccc(/C=C/C(=O)Nc2cccc(S(=O)(=O)N3CCCC3)c2)cc1OC	-11	-1	-14	-14	1	3	9	-11	12
CCNC(=O)c1cc(Br)ccc1Cl	14	-3	7	4	0	1	3	1	-1
O=C(CSc1nnnn1C1CCCCC1)NCc1ccc2c(c1)OCO2	-9	0	-3	-1	4	7	21	1	4
CCCn1cc(CN2CCc3ccc(NC(=O)C4CCCO4)cc3C2)c(C)n1 (stereo not given)	0	-2	1	8	-1	2	4	-1	0
Cc1cccc(-n2c(O)c(C=Nc3ccccc3)c3ccccc3c2=O)n1	-8	-1	-1	-16	4	-7	13	1	-3
Cn1c(NCC2CCCO2)nc2c1c(=O)n(Cc1ccccc1)c(=O)n2C (stereo not given)	5	-3	-3	9	3	1	2	1	2
CC(C)NC(=O)c1cccc(C(F)(F)F)c1	-18	-2	-1	1	5	7	0	-1	1
CCOc1ccc(NC(=O)Nc2ccc(Cc3ccncc3)cc2)cc1	-2	4	4	-9	0	4	-7	-1	2
Cn1c(N2CCCCC2)nc2c1c(=O)[nH]c(=O)n2C	1	3	5	-2	2	5	4	-1	5
COC(=O)CCC(=O)NC1CC(C)(C)Cc2c1cnn2-c1ccc(F)cc1 (stereo not given)	-6	-3	2	-7	2	-3	-3	2	-3
COc1cc([C@@H]2CC=C(C(=O)O)[C@H](c3ccccc3F)N2S(=O)(=O)c2ccc(C)cc2)cc(OC)c1OC	16	-3	-3	7	0	5	-11	-5	-1
CC(=O)Nc1ccc(NC(=O)C2CC(=O)N(c3ccccc3Cl)C2)cc1 (stereo not given)	9	8	2	-1	6	8	16	0	-5
O=C(C1CC2CCC1C2)N1CCN(Cc2ccc3c(c2)OCO3)CC1 (stereo not given)	3	·	-3	9	·	·	14	4	5
CCc1ccc(N(CC(=O)NCc2ccc3c(c2)OCO3)C(=O)c2csnn2)cc1	7	7	-1	3	-9	5	-16	2	1
O=C(NCc1ccccn1)C1CCN(S(=O)(=O)c2ccccc2)CC1	6	-4	-1	-4	4	6	-1	-1	4

Shown as a hit in pPAFAH FP inh, of those listed so far:
Molecule,PAFAH1B2 FP inh,EBNA-1 inhibitor,PAFAH2 inh,PAFAH1B3 FP inh,PREPL inh,pPAFAH FP inh
COC/C=C/C1=CC2=CC(=O)C(C)(OC(=O)c3cnc4ccccc4n3)C(=O)C2=CN1c1ccc(CO)cc1 (stereo not given),·,9,·,·,7,39*
CN(CC(=O)Nc1ccc(N2CCOCC2)cc1)CC(=O)Nc1ccc(N2CCOCC2)cc1,4,-2,4,0,0,42*

(cont.)
SMILES	ZTA DNA inh	PAFAH1B2 FP inh	LYPLA2 counter	EBNA-1 inhibitor	PAFAH2 inh	PAFAH1B3 FP inh	PREPL inh	LYPLA1 inh	pPAFAH FP inh
COc1ccc(NC2=NCC(Cc3ccc(Br)cc3)S2)cc1 (stereo not given)	0	12	-2	7	7	-2	23	-2	14
CCCn1c(N)c(C(=O)CSc2nc(C)cs2)c(=O)n(C)c1=O	-1	3	2	1	9	0	-2	-1	-3
COc1ccc(CNCc2cccc(Cl)c2)cc1	-4	-6	1	-8	-16	6	-6	1	-1
CCOc1ccc(-n2cc(-c3ccccc3)c3c(=S)nc[nH]c32)cc1	-2	3	3	13	3	3	22	-3	28*
